PGC1a acetyl inh – modulators of PGC1a acetylation. U2OS PGC1a acetylation, AlphaScreen anti-acetyl-lysine; with virally co-expressed GCN5 acetyltransferase. 0.17% of 350,000 active. inhibition, % at 15.6 µM;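 active = every replicate shows inhibition of at least 40%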;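 also: 0% = neutral control wells and 100% = positive control wells; some results beyond the cut were filed as inactive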
RAD52 inh – blocks human RAD52 DNA annealing. P43351. recombinant RAD52 DNA annealing, FRET fluorescence. inhibition, % at 18.7 µM. 0.46% of 360,000 active;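 active = every replicate showing at least 50% inhibition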
PglD inh – inhibitors of Campylobacter jejuni PglD acetyltransferase; 0.098% of 360,000 active; inhibition, % at 12.5 µM; AID 602405; purified PglD enzyme, DTNB colorimetric CoA detection; in the data active = inhibition above about 16%, passing the limit was not always enough; also: strong numbers were not always called active
miR122 inh – miR-122 inhibition in Huh7 cells. 0.3% of 340,000 active. activation (reporter increase), % at 12.5 µM. Huh7 miR-122 Renilla luciferase sensor, 48 h; neutral wells = 0, positive control = 100;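 active = mean replicate activation score at least 90 and every replicate individually at or above 90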;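 also: higher luciferase means less miR-122 activity so hits act as miR-122 inhibitors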
RAD54 inh – RAD54 (human) branch migration inhibition | 0.14% of 360,000 active | Q92698 | RAD54 Holliday junction branch migration, FAM/BHQ fluorescence | inhibition, % at 10.4 µM | AID 602329;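 active = mean normalized replicate activity at least 40 and at least half of replicates scoring 40 or more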;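 also: 0% = median of neutral control wells and 100% = median of positive control wells; inhibitors cause a drop in the FAM fluorescence signal; in these data hits start at about 50%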
Target sequence (Q92698 whole entry, looked up): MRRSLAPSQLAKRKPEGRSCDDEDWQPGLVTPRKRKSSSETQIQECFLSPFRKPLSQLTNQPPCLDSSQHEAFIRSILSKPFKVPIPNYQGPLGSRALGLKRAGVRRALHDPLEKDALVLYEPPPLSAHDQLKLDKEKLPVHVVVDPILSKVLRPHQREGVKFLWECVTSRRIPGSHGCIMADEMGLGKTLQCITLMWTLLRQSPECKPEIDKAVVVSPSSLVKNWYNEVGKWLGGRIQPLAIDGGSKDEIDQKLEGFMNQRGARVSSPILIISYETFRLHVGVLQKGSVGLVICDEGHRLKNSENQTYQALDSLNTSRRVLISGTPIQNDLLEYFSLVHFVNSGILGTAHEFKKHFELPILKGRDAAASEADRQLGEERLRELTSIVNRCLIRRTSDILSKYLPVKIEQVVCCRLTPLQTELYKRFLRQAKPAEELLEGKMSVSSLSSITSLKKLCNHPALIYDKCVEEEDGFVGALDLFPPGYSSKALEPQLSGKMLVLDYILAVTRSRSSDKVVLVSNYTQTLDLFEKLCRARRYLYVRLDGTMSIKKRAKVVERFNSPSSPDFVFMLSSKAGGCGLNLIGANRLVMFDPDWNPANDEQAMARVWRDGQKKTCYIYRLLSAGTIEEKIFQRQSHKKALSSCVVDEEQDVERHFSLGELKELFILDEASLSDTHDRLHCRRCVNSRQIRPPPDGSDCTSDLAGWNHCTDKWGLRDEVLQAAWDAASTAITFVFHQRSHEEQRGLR
ERAP1 inh – inhibitors of human ERAP1 aminopeptidase | Q9NZ08 | recombinant ERAP1, Leu-AMC fluorescence, 60 min | inhibition, % at 10.7 µM | 0.15% of 340,000 active | AID 652197;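 active = mean replicate inhibition of at least 30%, or all replicates individually reaching that 30% level; inactive = mean below 30% and not every replicate reaching it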;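 also: 0% = neutral control wells and 100% = L-leucinethiol positive control wells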
Cneo AK release – Cryptococcus neoformans lysis via adenylate kinase release. AID 651654. 0.2% of 360,000 active. lysis activity, % at 15 µM. C. neoformans lysis, adenylate kinase release luminescence, 4 h; normalised: neutral wells 0, clomiphene wells 100;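 active = mean lysis activity across replicates of at least 80%, whatever share of replicates individually reach that level; inactive = mean lysis activity below 80%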
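read-out = cell lysis signal | test system = log-phase Cryptococcus neoformans yeast cells | input = cells at 5 × 10^6 per mL | medium = fresh YPD growth medium | signal = luminescent adenylate kinase detection reagent | timing = 4 h at 37 °C static, read 1 h later | dosing = single dose | controls = Clomiphene as positive lysis control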
E-selectin induc – induces E-selectin expression in human endothelial cells; P16581; HUVEC E-selectin immunofluorescence imaging; normalized: neutral wells 0, TNF-alpha wells 100; activation, % at 7.58 µM; 0.37% of 260,000 active;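 active = mean E-selectin-positive cell signal at least 10% of the positive control, reached in at least 60% of replicates, without over 20% cell loss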;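 also: in these data hits start at about 27%; measured in HUVEC primary endothelial cells; signal is the percent of cells scored E-selectin positive by PE staining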
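Assay system: HUVEC primary endothelial cells. Input: 3,000 HUVEC seeded per well. Doses: one compound dose added by pin transfer. Read-out basis: % PE-positive cells. Benchmarks: TNF-alpha high, DMSO low. Detection: immunofluorescence imaging. Buffer or medium: EGM-2, gelatin.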
Starred values were filed as active, the others as inactive; . = no result given; & = joins results of further samples; [ ] = dose if it differs, or a comment.

SMILES	PGC1a acetyl inh	RAD52 inh	PglD inh	miR122 inh	RAD54 inh	ERAP1 inh	Cneo AK release	E-selectin induc
Cn1c2ccccc2c2ncn(Cc3ccc(F)cc3)c(=O)c21	11	-3	-8	.	-14	-3	-2	.
CN(C)c1nc(OCCOC(=O)Nc2ccc(Cl)cc2Cl)nc(N(C)C)n1	-17	-18	.	8	.	-3	.	.
COCC(=O)Nc1ccc2c(c1)OC[C@@H](C)N(Cc1cccnc1)C[C@@H](C)[C@@H](OC)CN(C)C2=O	13	1	-3	.	-3	.	-1	0.4
O=C(CCN1CCN(CCO)CC1)Nc1ccccc1	5	-10	-3	3	2	-1	0	.
CCOC(=O)C(NC(=O)NC1CCCCC1)(c1ccccc1)C(F)(F)F (stereo not given)	16	.	4	7	3	.	3	.
COC(=O)N1CCCCC1c1cc(C(=O)NCc2ccccc2)no1 (stereo not given)	16	-7	-3	-10	-4	0	1	-0.1
CC(NC(=O)COC(=O)c1ccc(N(C)C)cc1)c1ccccc1 (stereo not given)	2	-8	0	3	4	-11	9	.
CCc1nnc(NC(=O)CSc2nnc3c4ccccc4n(C)c3n2)s1	.	-3	4	.	13	0	1	.
Cc1noc(C)c1S(=O)(=O)Nc1ccc2c(c1)C(=O)N([C@@H](C)CO)C[C@H](C)[C@@H](CN(C)C(=O)NC1CCCCC1)OCCCC[C@H](C)O2	.	-35	0	-5[16.7 µM]	-1	1	0	0.0
O=c1[nH]c(=O)n2c(c1-c1ccccc1)OC(CBr)C2 (stereo not given)	-7	-11	-5	-6	-6	-9	1	.
CCC(=O)N1CC(=O)N2[C@H](CO)[C@@H](c3ccc(C#CCC(C)C)cc3)[C@@H]2C1	8	0	.	.	.	1	.	0.2
Cc1cc(C)nc(NCc2ccc(Cl)cc2)n1	5	-12	-3	-5	-5	0	2	.
CCC(=O)Nc1cccc2c1C(=O)N(C)C2=O	.	.	6	3	-7	.	0	.
O=[N+]([O-])c1ccc(NC(=S)N2CCN(S(=O)(=O)c3ccccc3)CC2)cc1	.	-1	-3	.	-6	2	-1	-0.3
C=CCn1cc(-c2cccc(C(F)(F)F)c2)cc(C#N)c1=O	4	-9	2	5	8	4	12	.
Cc1cnc(C(=O)N2CCCC(N3CCN(c4cccc(C(F)(F)F)c4)CC3)C2)cn1 (stereo not given)	-2	3	6	6	5	2	5	-0.2
Cc1nc(=O)c(-c2ccccc2)c(C)n1CCCCCC(=O)O	2	.	3	-1	3	.	-2	.
Cc1ccccc1C(C(=O)NCc1ccco1)N(CC1CCCO1)C(=O)Cn1nnc2ccccc21 (stereo not given)	1	.	5	-6	8	.	-1	.
COc1ccc2c3c([nH]c2c1)[C@H](CO)N(C(=O)Nc1ccc(F)cc1)CC31CCN(C(=O)Nc2ccc3c(c2)OCO3)CC1	0	0	.	.	.	1	.	0.2
C[C@H]1CN([C@@H](C)CO)S(=O)(=O)c2ccc(C#CC3CCCC3)cc2O[C@H]1CN(C)CC1CC1	-29	25	2	-3[16.7 µM]	-1	-1	-1	0.0
COc1cc(S(=O)(=O)NC2CCCCC2C)ccc1F (stereo not given)	-8	0	1	21	8	1	0	-0.7
Nc1ccn(CCCN2CCN(C(=O)C3CC3)CC2)c(=O)n1	-14	1	2	-1	-8	0	-1	.
Cc1cccc(Nc2nc(NCc3ccco3)nc(N3CCOCC3)n2)c1	.	.	-3	-6	3	.	3	.
COc1ccc(Oc2coc3c(CN4CCOCC4)c(O)ccc3c2=O)cc1	-13	.	6	1	1	.	0	.
O=C(O)c1ccc(-c2ncc[nH]2)cc1	-5	-18	3	3	5	-1	4	.
Cc1ccc(S(=O)(=O)C(C)C(=O)c2ccc3c(c2)OCCO3)cc1 (stereo not given)	-1	.	0	-4	8	.	-1	.
Cc1ccc(-c2nc3cccnc3s2)cc1NS(=O)(=O)c1cccs1	.	-39	-2	.	-1	0	-3	0.9
CC(=O)N[C@@H]1CC[C@@H](CCNC(=O)C2CCC2)O[C@@H]1CO	5	-10	-3	.	3	4	-1	0.2
O=CNc1ccc2c(c1)Cc1cccc(NC=O)c1-2	-11	-49	0	-1	-3	-1	-1	4.1
CCOC(=O)c1sc2ncnc(OC)c2c1C	-3	.	-5	-5	5	.	-3	.

The last 5 entries of the section before lead into the next.
SMILES	PGC1a acetyl inh	RAD52 inh	PglD inh	miR122 inh	RAD54 inh	ERAP1 inh	Cneo AK release	E-selectin induc
Cc1ccc(S(=O)(=O)C(C)C(=O)c2ccc3c(c2)OCCO3)cc1 (stereo not given)	-1	.	0	-4	8	.	-1	.
Cc1ccc(-c2nc3cccnc3s2)cc1NS(=O)(=O)c1cccs1	.	-39	-2	.	-1	0	-3	0.9
CC(=O)N[C@@H]1CC[C@@H](CCNC(=O)C2CCC2)O[C@@H]1CO	5	-10	-3	.	3	4	-1	0.2
O=CNc1ccc2c(c1)Cc1cccc(NC=O)c1-2	-11	-49	0	-1	-3	-1	-1	4.1
CCOC(=O)c1sc2ncnc(OC)c2c1C	-3	.	-5	-5	5	.	-3	.
COc1ccccc1N1CCN(C(=O)c2cc(-c3cccc(Cl)c3)on2)CC1	-1	.	10	.	6	.	1	.
COc1ccc(N(CC(=O)NCCSc2ccc(C)cc2)S(=O)(=O)c2ccccc2)c(OC)c1	.	-12	-2	.	0	5	-4	.
Cc1ccc2c(c1)N(CC(=O)N1CCC(C)CC1)C(=O)c1cccnc1O2	16	-3	-1	-2	13	-1	-1	.
CC1(C)CC(=O)C=C(c2ccc(COC(=O)C(c3ccccc3)c3ccccc3)cc2)C1=O	-7	-8	-9	0	-10	6	-3	0.5
CC(=O)Nc1cc(-c2ccc(S(C)(=O)=O)cc2)cn2c(-c3ccc(F)cc3)cnc12	3	-33	2	0	8	0	-9	1.7
CC(Oc1ccc(Cl)cc1Cl)c1ccnc2nc(N3CCOCC3)nn12 (stereo not given)	-6	-7	-6	0	-7	9	0	.
C1=NN(c2ccccc2)C=NN1c1ccccc1	.	-9	.	-5	.	2	.	0.6
Cc1ccc(S(=O)(=O)CC(=O)N2CCN(c3ccc(F)cc3)CC2)cc1	5	-52	-2	-3	8	-3	-1	-4.1
COc1ccc(NC(=O)c2cc(C3CCCCN3C(=O)c3cccs3)on2)c(C)c1 (stereo not given)	-8	-14	5	8	5	2	-9	-0.9
CCOC(=O)C1=C(C)NC(C)=C(C(=O)OCC)C1C(=O)OCC(=O)NC(C)C	4&-3	-12	-15&3	-8&-3	10&-7	2	7&4	-0.2
C[C@@H]1CN([C@H](C)CO)C(=O)Cc2cc(NC(=O)Nc3ccc4c(c3)OCO4)ccc2O[C@@H]1CN(C)C(=O)Nc1ccc(F)cc1	0	.	-1	-12[16.7 µM]	-9	.	-2	-0.1
CC(C)NC(=O)N[C@H]1C=C[C@H](CC(=O)NCCCN(C)C)O[C@H]1CO	-1	-14	-2	-9[16.7 µM]	-5	1	1	0.0
O=C(O)C[C@H]1c2ccc(C(F)(F)F)cc2S(=O)(=O)N1Cc1ccccc1	-12	-6	2	-3	0	-1	3	0.0
Cc1nn(Cc2ccccc2Cl)c(C)c1C(=O)NC1=NCCS1	-13	.	5	-7	-15	.	-3	.
CCCNC(=O)C[C@@H]1C[C@H]2c3cc(NC(=O)Cc4ccncc4)ccc3O[C@H]2[C@@H](CO)O1	5	.	3	0[16.7 µM]	-10	.	13	-0.4
CC[C@@]1(C(=O)OC)N[C@H](CN(C)C(=O)C2CCCCC2)[C@@H]2C(=O)N(C)C(=O)[C@@H]21	-3	5	2	1	-4	-5	1	2.5
Cc1cc(C)nc(Nc2nc(C(N)Cc3ccc(Cl)cc3)cs2)n1 (stereo not given)	3	-23	5	-11	-3	-1	1	0.0
C[C@@H]1CN([C@H](C)CO)C(=O)c2cc(NS(=O)(=O)c3ccc(Cl)cc3)ccc2O[C@@H]1CN(C)Cc1ccc2c(c1)OCO2	-7	-25	2	7[16.7 µM]	-3	-1	1	0.0
C/C=C/c1ccc([C@@H]2[C@@H](CO)N3CCCCN(C(=O)Nc4cc(F)ccc4F)C[C@@H]23)cc1	-9	-22	-4	35[16.7 µM]	4	-2	1	-0.5
COc1ccc(CCN2CCCn3c2nc2c3c(=O)n(C)c(=O)n2C)cc1OC	.	-11	-2	-6	-1	8	-6	0.1

Rewritten bar-delimited: part of the list above.
SMILES | PGC1a acetyl inh | RAD52 inh | PglD inh | miR122 inh | RAD54 inh | ERAP1 inh | Cneo AK release | E-selectin induc
C[C@@H]1CN([C@H](C)CO)C(=O)Cc2cc(NC(=O)Nc3ccc4c(c3)OCO4)ccc2O[C@@H]1CN(C)C(=O)Nc1ccc(F)cc1 | 0 | . | -1 | -12[16.7 µM] | -9 | . | -2 | -0.1
CC(C)NC(=O)N[C@H]1C=C[C@H](CC(=O)NCCCN(C)C)O[C@H]1CO | -1 | -14 | -2 | -9[16.7 µM] | -5 | 1 | 1 | 0.0
O=C(O)C[C@H]1c2ccc(C(F)(F)F)cc2S(=O)(=O)N1Cc1ccccc1 | -12 | -6 | 2 | -3 | 0 | -1 | 3 | 0.0
Cc1nn(Cc2ccccc2Cl)c(C)c1C(=O)NC1=NCCS1 | -13 | . | 5 | -7 | -15 | . | -3 | .
CCCNC(=O)C[C@@H]1C[C@H]2c3cc(NC(=O)Cc4ccncc4)ccc3O[C@H]2[C@@H](CO)O1 | 5 | . | 3 | 0[16.7 µM] | -10 | . | 13 | -0.4

(cont.)
SMILES	PGC1a acetyl inh	RAD52 inh	PglD inh	miR122 inh	RAD54 inh	ERAP1 inh	Cneo AK release	E-selectin induc
Cn1ccnc1C(=O)C1CCCN(Cc2cn[nH]c2-c2ccc(-c3ccccc3)cc2)C1 (stereo not given)	-12	5	-2	-9	-6	3	4	0.2
CC(=O)N1CCCc2cc(S(=O)(=O)N3CCN(C4CCCCC4)CC3)ccc21	-14	.	4	-3	1	.	7	.
COc1ccc(S(=O)(=O)N(C)C[C@H]2Oc3ccc(NS(=O)(=O)c4ccc(C)cc4)cc3CC(=O)N([C@@H](C)CO)C[C@@H]2C)cc1	-10	.	0	0[16.7 µM]	-3	.	-1	-0.5
COc1ccc(Br)c2c1C(=O)CC2	.	-11	-9	4	9	3	-1	0.3
CC(C)(C(=O)O)n1cncn1	15	1	3	-2	-4	1	5	.
CC1NC(=O)c2cccnc2-n2c1nc1ccccc1c2=O (stereo not given)	.	-4	-4	-1	-17	1	-2	0.4

Single records, from the list above.
CC1NC(=O)c2cccnc2-n2c1nc1ccccc1c2=O (stereo not given) is entered as PGC1a acetyl inh: .; RAD52 inh: -4; PglD inh: -4; miR122 inh: -1; RAD54 inh: -17; ERAP1 inh: 1; Cneo AK release: -2; E-selectin induc: 0.4
CC(C)(C(=O)O)n1cncn1 is entered as PGC1a acetyl inh: 15; RAD52 inh: 1; PglD inh: 3; miR122 inh: -2; RAD54 inh: -4; ERAP1 inh: 1; Cneo AK release: 5; E-selectin induc: .
